TTR transcr act: activators of transthyretin transcription | SH-SY5Y TTR promoter Gaussia luciferase, luminescence; 100% = recombinant luciferase protein wells | 92,000 compounds, 1.3% hits | AID 1117267 | activation, % at 16.7 µM;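 active = activation above the mean of all tested compounds plus 3 SD, cut at about 9.5% in these data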;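 also: cells exposed to compounds for one day before reading; 0% = median of all test compound wells on the plate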
Active calls of the source: *. Some of the compounds tested; count on the stated rates, not on these rows.

The opening 2 entries (preview)
How did COc1ccccc1NC(=O)N1c2ccc(F)cc2CCC1C (stereo not drawn) do in these assays?
TTR transcr act: -0.2

Results for Nc1ccc2c(c1)-c1ccc(F)cc1C2=O ?
TTR transcr act: 7.0

Main list, from the start:
How did COc1ccccc1NC(=O)N1c2ccc(F)cc2CCC1C (stereo not drawn) do in these assays?
TTR transcr act: -0.2

Results for Nc1ccc2c(c1)-c1ccc(F)cc1C2=O ?
TTR transcr act: 7.0

What do the screens show for `O=C(Nc1ccc(Oc2ncccn2)cc1)c1ccco1`?
TTR transcr act: -0.1

How did Cc1c(Cl)cccc1NC(=O)CS(=O)(=O)c1ccccc1 do in these assays?
TTR transcr act: 6.4

How did O=C1C(Cl)=C(N2CCCCC2)C(=O)N1c1ccccc1Cl do in these assays?
TTR transcr act: 3.4

What do the screens show for `CCOc1ccc(CN2CCN(Cc3cn(CC)nc3C)CC2CCO)cc1` (stereo not drawn)?
TTR transcr act: 0.0

Results for CCCCn1c(N)c(N(CCOC)C(=O)CC(NC(=O)c2ccccc2Cl)c2ccccc2)c(=O)[nH]c1=O (stereo not drawn) ?
TTR transcr act: 0.8

How did Cn1c(N)c(C(=O)COC(=O)c2cnc(Cl)c(Cl)c2)c(=O)n(C)c1=O do in these assays?
TTR transcr act: -0.3

Results for CCOc1cc(NC(=S)NCC2CCCO2)c(OCC)cc1NC(=O)C1CC1 (stereo not drawn) ?
TTR transcr act: 0.7

Results for CC(C)S(=O)(=O)NC(=O)C1(C)CCN1C(=O)Cc1ccccc1Cl (stereo not drawn) ?
TTR transcr act: 3.0

What do the screens show for `CCC(=O)Nc1nc2ccc3sc(C)nc3c2s1`?
TTR transcr act: -0.9

What do the screens show for `CCN1CCN(C2=NC(=O)/C(=C/c3ccc(C)o3)S2)CC1`?
TTR transcr act: -1.8

What do the screens show for `CCOC(=O)C1(C)CCCN1C(=O)c1ccc(N(C)C)cc1` (stereo not drawn)?
TTR transcr act: 1.1

What do the screens show for `CS(=O)(=O)c1ccc(Cl)c(NC(=O)CSc2n[nH]c(-c3cccs3)n2)c1`?
TTR transcr act: 0.0

What do the screens show for `Cc1cccc(CS(=O)(=O)Cc2ccc(C(=O)NC3CCCCC3)o2)c1`?
TTR transcr act: -0.2

What do the screens show for `Oc1ccccc1C=NCCN=Cc1ccccc1O`?
TTR transcr act: 5.4

How did CCOC(=O)C1=C(N)Oc2ccc3ccccc3c2C1c1cccc(O)c1 (stereo not drawn) do in these assays?
TTR transcr act: 0.5

What do the screens show for `O=C(O)CN1C(=O)/C(=C/c2cccc(Cl)c2)Oc2ccccc21`?
TTR transcr act: -1.2

Results for COc1cc(C(=O)N/N=C/c2sccc2C)cc(OC)c1OC ?
TTR transcr act: 1.6

What do the screens show for `CCOc1ccc(CCNC(=O)c2ccc(Oc3ccccc3)cc2)cc1OCC`?
TTR transcr act: -0.5

How did CCOC(=O)N1CCN(C(=O)CSc2nc3c([nH]c4ccccc43)c(=O)n2C)CC1 do in these assays?
TTR transcr act: -2.3

Results for Cc1cccc(NC(=O)CSc2nnnn2-c2ccc3c(c2)OCCO3)n1 ?
TTR transcr act: 0.3

What do the screens show for `Cc1sc(NC(=O)CN2CCOCC2)c(C#N)c1C`?
TTR transcr act: -1.3

How did COc1cc(C(=S)N2CCOCC2)ccc1OS(=O)(=O)c1ccccc1[N+](=O)[O-] do in these assays?
TTR transcr act: -1.0

What do the screens show for `CCCn1nnc(NC(=O)C(C)Oc2ccc(Cl)cc2Cl)n1` (stereo not drawn)?
TTR transcr act: 0.5

How did CC(C)n1cc(-c2nc(C(=O)NN)cs2)c(=O)n(Cc2ccccc2)c1=O do in these assays?
TTR transcr act: 0.0

What do the screens show for `CN(C)c1nc(NN)nc(Nc2ccc(F)cc2)n1`?
TTR transcr act: -2.0

How did COc1ccccc1CNC(=O)N1CCN(S(=O)(=O)c2ccc(Cl)cc2)CC1 do in these assays?
TTR transcr act: 37.6*

Results for Cc1ccc(NCC(=O)N/N=C/c2cccn2C)cc1 ?
TTR transcr act: 1.5

Results for CCOC(=O)COc1ccc(Br)cc1/C=C\c1[nH]c(=O)[nH]c(=O)c1[N+](=O)[O-] ?
TTR transcr act: 1.1

What do the screens show for `O=c1[nH]c(=S)[nH]c2c1C(c1ccc(Cl)c(Cl)c1)OC(CCc1ccccc1)C2` (stereo not drawn)?
TTR transcr act: 3.5

How did Cc1onc(-c2ccccc2Cl)c1C(=O)NCc1nc(-c2ccc(C(F)(F)F)cc2)no1 do in these assays?
TTR transcr act: -0.6

What do the screens show for `COCCOC(=O)c1c(C)nc(SCC(=O)Nc2ccc(C)cc2)c(C#N)c1-c1ccco1`?
TTR transcr act: -3.4

Results for O=C(CCC(=O)Nc1ccccc1)NNC(=O)c1ccccc1Cl ?
TTR transcr act: 1.2

Results for CCOC(=O)C(C)n1cnc2c(nnn2Cc2ccc(C)cc2)c1=O (stereo not drawn) ?
TTR transcr act: 1.6

What do the screens show for `COc1ccc(Nc2nc(N)nc(CSc3nc(C)cc(C)n3)n2)cc1`?
TTR transcr act: -0.3

What do the screens show for `O=C(NCCN1CCN(c2ccccc2)CC1)Nc1ccccc1Br`?
TTR transcr act: -0.9

How did CCc1nc(NCc2ccccc2)c(C#N)c2c1CCCC2 do in these assays?
TTR transcr act: 0.1

How did O=C(O)c1ccc(NS(=O)(=O)c2cc(Cl)ccc2Cl)cc1 do in these assays?
TTR transcr act: 6.5

Results for CCOC(=O)c1cccc(OS(=O)(=O)Cc2ccccc2)c1 ?
TTR transcr act: -3.1

Brought forward from above: 3 entries; new compounds follow.
How did CCc1nc(NCc2ccccc2)c(C#N)c2c1CCCC2 do in these assays?
TTR transcr act: 0.1

How did O=C(O)c1ccc(NS(=O)(=O)c2cc(Cl)ccc2Cl)cc1 do in these assays?
TTR transcr act: 6.5

Results for CCOC(=O)c1cccc(OS(=O)(=O)Cc2ccccc2)c1 ?
TTR transcr act: -3.1

How did COC(=O)c1c(-c2ccc(OC)cc2)sc2ccc(N3CCOCC3)cc12 do in these assays?
TTR transcr act: 1.9

Results for Cc1ccc(CNC(=O)C23CN(Cc4ccccc4)CC2C(c2ccc([N+](=O)[O-])cc2)=NO3)cc1 (stereo not drawn) ?
TTR transcr act: -1.8

What do the screens show for `CCCCC(CC)CNCc1cccn1CCN1CCOCC1` (stereo not drawn)?
TTR transcr act: -0.5

How did O=C(c1cccc(F)c1)N1CCN(CC2CC3C=CC2C3)CC1 (stereo not drawn) do in these assays?
TTR transcr act: 1.1

Results for O=C(Nc1ccc2c(c1)OCCO2)C1CCN(S(=O)(=O)c2cccc3nsnc23)CC1 ?
TTR transcr act: -2.0

What do the screens show for `c1ccc2nc3c(cc2c1)CCCCCC3`?
TTR transcr act: 1.0

What do the screens show for `CCc1cc2c(N3CCN(C(=O)c4ccco4)CC3)ncnc2s1`?
TTR transcr act: -1.5

Results for CN1/C(=C\C(=O)C[n+]2cccc(Br)c2)C(C)(C)c2ccccc21 ?
TTR transcr act: -1.8

What do the screens show for `CC(C)(C)N(NC(=O)OCc1ccccc1)C(=O)c1ccccc1`?
TTR transcr act: 2.8

Results for CCc1nc2sc3c(c2c(=O)n1N)CCC3 ?
TTR transcr act: 0.7

Results for C#CNC(=O)C1(CC=C)CCNCC1 ?
TTR transcr act: 0.5

What do the screens show for `Cc1ccc(S(=O)(=O)N2[C@H](CC(=O)OCc3ccccc3)OC[C@@H]2C(C)C)cc1`?
TTR transcr act: -2.0

How did NC(=O)C1(C(N)=O)OC1c1ccc(Cl)c(Cl)c1 (stereo not drawn) do in these assays?
TTR transcr act: 0.6

How did Cc1cccc(/C=C\c2nc3ccccc3c(=O)[nH]2)c1 do in these assays?
TTR transcr act: 0.1

Results for COC(=O)C[C@H]1CC[C@H]2[C@H](COc3ccc(NS(=O)(=O)c4cccc(OC)c4)cc3C(=O)N2C)O1 ?
TTR transcr act: 0.5

How did CC(C)(C)c1cn(-c2ccc(F)cc2)c(=S)[nH]1 do in these assays?
TTR transcr act: -1.4

What do the screens show for `O=C(NCc1ccccc1)C(=O)Nc1cccc(C(=O)O)c1`?
TTR transcr act: 4.8

Results for COc1ccc(OC)c(S(=O)(=O)NC(=O)C2(C)CCN2C(=O)Cc2ccc(Cl)cc2Cl)c1 (stereo not drawn) ?
TTR transcr act: -0.7

How did CSC(=O)NC(=O)NC(=O)c1ccc([N+](=O)[O-])cc1 do in these assays?
TTR transcr act: -2.7

Results for CC1=CC(=O)Nc2ccccc2S1 ?
TTR transcr act: 0.9

How did Cc1cccc(C)c1OCC(O)CNC(C)(C)C (stereo not drawn) do in these assays?
TTR transcr act: -1.1

What do the screens show for `COc1cc(/C=N/NC(=O)NC23CC4CC(CC(C4)C2)C3)ccc1O`?
TTR transcr act: -3.1

Results for Cn1c(CSCc2ccc(Cl)cc2)nnc1SCC(=O)Nc1nc2ccccc2s1 ?
TTR transcr act: 0.7

What do the screens show for `CC1CC(=O)Nc2ccccc2N1S(=O)(=O)c1ccc(C(F)(F)F)cc1` (stereo not drawn)?
TTR transcr act: 1.2

How did CCOC(=O)c1cn(Cc2ccccc2)c2cc(C)nn2c1=O do in these assays?
TTR transcr act: -0.5

How did Cc1cc2ncn(C3CC(O)C(CO)O3)c2cc1C (stereo not drawn) do in these assays?
TTR transcr act: 3.0

Results for Cc1cc(C)c(C)c(C(=O)CSc2nnc(-c3ccc4[nH]c(C)c(C)c4c3)o2)c1C ?
TTR transcr act: -0.6

What do the screens show for `CC(=O)N1c2ccc(S(=O)(=O)N3CCCC3)cc2CC1C(=O)NCc1ccc(OC(C)C)cc1` (stereo not drawn)?
TTR transcr act: 0.5

Results for COc1ccc(-c2nn(CCC(=O)O)cc2/C=C2\SC(N)=NC2=O)cc1OC ?
TTR transcr act: 1.2

What do the screens show for `O=C(Cn1nc(C(F)(F)F)c2c1CCCCC2)N1CCOCC1`?
TTR transcr act: -0.4

How did C/C(CCc1ccc2c(c1)OCO2)=N\N=C1\NC(=O)CC(C(=O)Nc2ccccc2)S1 (stereo not drawn) do in these assays?
TTR transcr act: 4.4

Results for Cc1ccc(C(=O)NC2(O)C(=O)c3ccccc3C2=O)cc1C ?
TTR transcr act: 2.6

Results for NS(=O)(=O)c1ccc(CCNC(=O)CN2CCC(Cc3ccccc3)CC2)cc1 ?
TTR transcr act: -3.5

What do the screens show for `Cc1c(C#N)c2ccccc2n1CC(=O)NC(C)c1ccccc1` (stereo not drawn)?
TTR transcr act: 0.1

How did NNC(=O)c1ccc(CSc2nc3ccccc3s2)cc1 do in these assays?
TTR transcr act: -2.0

Results for Oc1ccc(C(=S)N2CCN(c3cccc(Cl)c3)CC2)cc1 ?
TTR transcr act: -1.2

What do the screens show for `O=C(N/N=C/c1ccc(F)cc1)c1c(O)c2ccccc2[nH]c1=O`?
TTR transcr act: -0.7

What do the screens show for `COCCNC(=O)c1ccc(NS(=O)(=O)c2cc(C)ccc2C)cc1`?
TTR transcr act: -0.2

Results for COc1cc2c(cc1OC)C(c1cccc(F)c1)CC(=O)N2 (stereo not drawn) ?
TTR transcr act: 18.1*

What do the screens show for `Cc1nnc(SCC(=O)NC23CC4CC(CC(C4)C2)C3)s1`?
TTR transcr act: 1.9

Looked up by structure from the list above:
What do the screens show for `COCCNC(=O)c1ccc(NS(=O)(=O)c2cc(C)ccc2C)cc1`?
TTR transcr act: -0.2

Results for Cc1cc(C)c(C)c(C(=O)CSc2nnc(-c3ccc4[nH]c(C)c(C)c4c3)o2)c1C ?
TTR transcr act: -0.6

What do the screens show for `O=C(N/N=C/c1ccc(F)cc1)c1c(O)c2ccccc2[nH]c1=O`?
TTR transcr act: -0.7

Results for Oc1ccc(C(=S)N2CCN(c3cccc(Cl)c3)CC2)cc1 ?
TTR transcr act: -1.2

Further compounds
Results for CC(=O)Nc1cc(C(=O)N(C)Cc2ccco2)ccc1Sc1ccc(Cl)cc1 ?
TTR transcr act: 2.4

How did CCOC(=O)C1=C(COC(=O)/C=C/c2ccc([N+](=O)[O-])cc2)NC(=O)NC1C (stereo not drawn) do in these assays?
TTR transcr act: -1.0

How did CC(=O)N1N=C(c2cccc(Cl)c2)OC1c1ccc(C(C)C)cc1 (stereo not drawn) do in these assays?
TTR transcr act: 5.1

What do the screens show for `CC1CN(S(=O)(=O)c2cccc(C(=O)N(C)C3CCN(C)CC3)c2)CC(C)O1` (stereo not drawn)?
TTR transcr act: 2.7

Results for COc1cccc(-c2sc3ccc(OC)cc3c2C#CCCO)c1 ?
TTR transcr act: -1.4

Results for COc1ccc(NC(=O)C2CCCN(C(=O)Nc3ccc(F)cc3)C2)cc1 (stereo not drawn) ?
TTR transcr act: -0.7

What do the screens show for `COc1ccc(-c2[nH]ncc2CN2CCN(c3ccc(F)cc3)CC2)cc1`?
TTR transcr act: -1.0

What do the screens show for `Cc1cc(N2CCN(C)CC2)nc2ccc(NC(=S)NCc3cccs3)cc12`?
TTR transcr act: -0.5

What do the screens show for `COc1ccccc1NC1=NC(c2ccc(Cl)cc2)N=C(N)N1` (stereo not drawn)?
TTR transcr act: -1.4

Results for CC(C)(C)C(=O)CSc1ncccn1 ?
TTR transcr act: 0.1

How did Cc1cc(C)nc(/N=C(\N)Nc2ccc(SC(F)F)cc2)n1 do in these assays?
TTR transcr act: -3.4

Results for CCC(C)(C)NC(=O)C(c1ccccc1Cl)N(Cc1cccnc1)C(=O)CCC(=O)Nc1cc(C)on1 (stereo not drawn) ?
TTR transcr act: -1.6

What do the screens show for `CCN(CC)CCOc1ccc(-c2c(C)c3c(ccc4ccccc43)oc2=O)cc1`?
TTR transcr act: 1.4

How did COc1ccccc1CNC(=O)C1CCCC1 do in these assays?
TTR transcr act: 1.0

Results for Cc1n[nH]c(=O)c2c(NC(=O)CSc3nn(-c4ccccc4)c(=S)s3)oc(C)c12 ?
TTR transcr act: 9.6

Results for O=C(COC(=O)/C=C/c1ccc(Cl)cc1)NC1CC1 ?
TTR transcr act: -0.4

Gathered by group, the entries above containing bromine (3)
Results for CCOC(=O)COc1ccc(Br)cc1/C=C\c1[nH]c(=O)[nH]c(=O)c1[N+](=O)[O-] ?
TTR transcr act: 1.1

What do the screens show for `O=C(NCCN1CCN(c2ccccc2)CC1)Nc1ccccc1Br`?
TTR transcr act: -0.9

Results for CN1/C(=C\C(=O)C[n+]2cccc(Br)c2)C(C)(C)c2ccccc21 ?
TTR transcr act: -1.8

Compound activity: PubChem, The Scripps Research Institute Molecular Screening Center
